# 14-3-3g Raf: modulators of human 14-3-3 gamma - Raf peptide interaction | FP, 14-3-3gamma / TMR-pS259-Raf peptide binding | inhibition, % at 40 µM | actives 0.19% (n = 160,000) | AID 422; in the data active means inhibition above about 30%;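 further: 0% = protein plus tracer without compound and 100% = blank with tracer alone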
# Target sequence (P61981 whole entry, looked up): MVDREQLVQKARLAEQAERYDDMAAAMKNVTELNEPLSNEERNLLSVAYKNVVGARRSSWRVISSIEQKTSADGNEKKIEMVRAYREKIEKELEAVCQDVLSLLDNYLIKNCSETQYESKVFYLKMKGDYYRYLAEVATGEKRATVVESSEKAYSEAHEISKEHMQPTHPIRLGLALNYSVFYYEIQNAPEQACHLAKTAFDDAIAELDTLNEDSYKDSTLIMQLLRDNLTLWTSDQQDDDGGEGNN
# Active calls of the source: *; & = joins results of further samples. This is a subset; rates above refer to the full screens.
# Sample of the layout:
14-3-3g Raf | Molecule
2.9 | Nc1nc2ccc(OC(F)(F)Cl)cc2s1
6.7 | c1ccc(-n2ncc3c2ncn2nnnc32)cc1
-1.3 | O=[N+]([O-])c1ccc(C2OCOCC2O)cc1 (stereo not drawn)

# This part in full, from the first entry:
14-3-3g Raf | Molecule
2.9 | Nc1nc2ccc(OC(F)(F)Cl)cc2s1
6.7 | c1ccc(-n2ncc3c2ncn2nnnc32)cc1
-1.3 | O=[N+]([O-])c1ccc(C2OCOCC2O)cc1 (stereo not drawn)
-6.2 | CCCC(=O)c1ccc(N2CCN(C(=O)c3ccccc3Br)CC2)c(F)c1
-7.5 | CCN1C(=O)C(O)(CC(=O)c2ccc3c(c2)OCCO3)c2ccccc21 (stereo not drawn)
1.3 | CNC(=O)C1CCN(S(=O)(=O)c2ccc(C)cc2)CC1
-9.4 | CCOC(=O)c1oc2ccc3c(c2c1C)C(=O)CC1(CCN(C(=O)OCC)CC1)O3
-3.9 | COc1cc(NC(=O)CCCn2nc([N+](=O)[O-])c(Cl)c2C)c(OC)cc1Cl

# (cont.)
14-3-3g Raf | Molecule
5.2 | Cc1nnc(SCSc2nnc(C)s2)s1
-8.3 | COC(=O)c1c(NC(=O)c2sc3ccccc3c2Cl)sc2c1CCC(C)C2 (stereo not drawn)
-3.5 | Cc1ccc(CNC(=O)c2cc3c(=O)oc4ccccc4c3s2)o1
-3.6 | CCc1ccc(NC(=O)c2cc(S(=O)(=O)N3CC(C)CC(C)C3)ccc2F)cc1 (stereo not drawn)
0.0 | COCCn1nnnc1C(c1ccccc1OC)N1CCc2ccccc2C1 (stereo not drawn)
-5.2 | CCCC(=O)Nc1cnc(NC(=O)c2cccc(F)c2)cc1C
-5.4 | Cc1ccc(C)c(Cn2cnc3c(nnn3-c3ccc(F)cc3)c2=O)c1
-5.1 | CC1(C)CC(=O)c2sc(NC(=O)c3cccs3)nc2C1

# Other entries follow.
14-3-3g Raf | Molecule
6.1 | COC(=O)C1=C(C)NC(C)=C(C(=O)OC)C1c1ccc(NC(C)=O)cc1
-6.5 | CCOC(=O)c1c(NC(=O)c2ccccc2)sc2c1CC(C(C)C)OC2 (stereo not drawn)
-8.2 | CC1CN(S(=O)(=O)Cc2ccccc2)CC(C)O1 (stereo not drawn)
-11.3 | Cc1ccc(-c2nnc(Nc3cccc(O)c3)c3ccccc23)cc1S(=O)(=O)N1CCN(C)CC1
-8.3 | C(=N\n1cnnc1)/c1cn(Cc2ccccc2)c2ccccc12
-8.8&-38.8 | Cc1ccccc1-n1nc2c(c1NC(=O)c1ccc(Br)o1)CSC2
5.5 | O=C(CCC(=O)N(CC(=O)NC1CCCC1)C1CCCC1)Nc1ccccn1
-8.8 | COc1cccc(C(=O)Nc2ccccc2N2CCCC2)c1

# (next part)
14-3-3g Raf | Molecule
-3.1 | Cc1ccc2nsnc2c1NC(=O)Cc1ccccc1
-28.4 | CCC1=CC(=CN(C)c2ccccc2)C(=O)S1
-10.8 | Cc1ccc(Cl)cc1N1CCN(C(=O)CCN2C(=O)COc3ccccc32)CC1
-5.7 | Cc1ccc(NC(=O)CCS(=O)(=O)c2ccc(Cl)cc2)c(Br)c1
2.8 | C=CCC1(O)C(C)C(c2ccc(Cl)cc2)NC(c2ccc(Cl)cc2)C1C (stereo not drawn)
3.8 | COc1ncnc2c1NC(=O)CS2
1.5 | COc1cc(C2C(C#N)=C(C)NC3=C2C(=O)CC(C)(C)C3)ccc1OCCO (stereo not drawn)
-7.9 | CC1CC(C)(C)NC(=S)N1CCC(=O)N1CCCCCC1 (stereo not drawn)

# (list continues)
14-3-3g Raf | Molecule
11.6 | CCOC(=O)C1CCN(c2nc3ccccc3nc2C(C#N)C(=O)OC(C)C)CC1 (stereo not drawn)
-4.1 | Cc1cccc(N2C(=O)C3C4C=CC(C4)C3C2=O)c1 (stereo not drawn)
7.0 | CCCCCCSC1=C(C#N)C(c2ccccc2)CC(=O)N1 (stereo not drawn)
2.3 | CCc1ccc(-n2c(=O)c3ccccc3n(Cc3ccccc3C#N)c2=O)cc1
-6.0 | COc1ccc(N2CCN(C(=O)CSc3nnc(-c4cccnc4)n3-c3ccccc3)CC2)cc1
1.2&-2.8 | O=C(NCc1cccs1)C1CCC(=O)N1C1CCCCC1 (stereo not drawn)
-0.1 | C=CCN=C1SC(C)(C)C(=O)N1S(=O)(=O)c1ccc(C)cc1
-7.2 | Cc1cc(CN(C)C)c(O)c(C2(C)CCCCC2)c1

# Continuation:
14-3-3g Raf | Molecule
-4.2 | CC(C)(C)c1ccc(C(=O)NCc2n[nH]c(=S)n2-c2ccccc2)cc1
-3.7 | COc1ccc(CC2CCOC2=O)cc1 (stereo not drawn)
-5.0 | COc1cccc(OC)c1C(=O)Nn1c(C2CCC2)nc2ccccc2c1=O
-3.0 | Cc1ccc2nc(NS(=O)(=O)c3ccc(Cl)cc3)c(Nc3cccc(C(=O)O)c3)nc2c1
-1.1 | COc1ccc(-c2nn(-c3ccccc3)cc2C(=O)NCCCn2ccnc2)cc1
-0.1 | Cc1nc(C)c(-c2csc(NCc3ccco3)n2)s1
-5.8 | O=C(COc1ccc2ccccc2c1)N1c2ccccc2Sc2ccccc21
-7.8 | O=C(NCc1ccccc1)C(c1cccs1)N(C(=O)c1csnn1)C1CC1 (stereo not drawn)

# The results go on:
14-3-3g Raf | Molecule
-10.0 | Cc1ccc2c(c1)cc(CN(Cc1ccco1)S(=O)(=O)c1ccccc1)c1nnnn12
-80.5 | COc1ccc2c(c1N)C(=O)c1ccccc1C2=O
-4.3 | CC(C)(NO)/C(=N/O)c1cccs1
-3.2 | CCOC(=O)c1c(C)c(C(=O)NC2CCCCCC2)c(C)n1C
-8.2 | COC(=O)C1Cc2ccccc2CN1S(=O)(=O)c1ccc(C)cc1 (stereo not drawn)
2.0 | S=c1[nH]c2cc(Cl)ccc2s1
3.6 | CCOc1ccc(NC(=O)CC2SC(=O)N(c3ccccc3)C2=O)cc1 (stereo not drawn)
-9.6 | COc1ccc(Oc2coc3cc(OC(C)=O)ccc3c2=O)cc1

# (further entries)
14-3-3g Raf | Molecule
11.0 | COC(=O)c1ccc(N=C2SC(C(=O)Nc3ccccc3OC)CC(=O)N2C)cc1 (stereo not drawn)
-7.4 | COc1ccc(CCNC(=O)c2ccc[nH]c2=S)cc1OC
-5.0 | O=C(O)CCCn1c(=S)[nH]c2cc3c(cc2c1=O)OCO3
1.7 | CCOC(=O)C1=C(N)N(c2cccc([N+](=O)[O-])c2)C2=C(C(=O)CC(C)(C)C2)C1c1ccc(SC)cc1 (stereo not drawn)
-73.1 | COc1ccc(C2C=C(c3ccc(OC)c(OC)c3)Nc3ncnn32)c(OC)c1 (stereo not drawn)
-17.2 | Cc1ccccc1Nc1c(-c2c[nH]c3ccccc23)nc2ccc(Cl)cn12
-7.5 | CC1=C(C(=O)OC(C)C)C(c2cc3c(cc2Br)OCO3)C2=C(CC(C)(C)CC2=O)N1 (stereo not drawn)
-2.0 | CCOC(=O)C1=C(C)Nc2nc(SC)nn2C1c1ccc(C)cc1 (stereo not drawn)

# Other records.
14-3-3g Raf | Molecule
-10.5 | O=S(=O)(NCCC(c1ccccc1)c1ccccc1)c1ccc(F)cc1
-11.7 | COc1ccc(CC(=O)Nc2ccc(OC)c(NC(=O)c3ccco3)c2)cc1
-31.5 | COc1ccc2c(C)nc(Nc3nc4ccccc4c(=O)[nH]3)nc2c1
-6.8 | Cc1ccc(NC(=O)c2cc(S(=O)(=O)N3CCCCC3)ccc2F)cc1C
-19.1 | COCCCNC(=O)c1c(F)c(F)c(F)c(F)c1F
-8.1 | CC1NC(=O)NC1CCCCCC(=O)NCCc1ccccc1 (stereo not drawn)
1.0 | N#Cc1nc(COc2ccccc2Cl)oc1N1CCCCCC1
-1.7 | O=C(Nc1ccccc1N1CCN(c2ccc(F)cc2)CC1)C1CCCCC1

# Other structures follow:
14-3-3g Raf | Molecule
-8.7 | c1ccc(CSc2nnc(-c3cccs3)o2)cc1
-7.1 | CC(=O)N(CN1C(=O)C2CC=CCC2C1=O)c1cccc(Cl)c1 (stereo not drawn)
-57.2 | CC(=O)N(C1=C(NC2CCCCC2)C(=O)c2ccccc2C1=O)c1ccc(I)cc1
-3.1 | O=C(Nc1nc(-c2ccncc2)cs1)C1COc2ccccc2O1 (stereo not drawn)
-114.5 | CC1CCN(CCCNC(=O)c2coc3nc4ccccc4nc23)CC1
-11.2 | O=C(COC(=O)c1cc[n+]([O-])cc1)Nc1ccc2c(c1)OCCO2
-1.7 | CN1C(c2ccc(F)cc2)=CS/C1=C(\C#N)c1nnc2n1-c1ccccc1SC2
9.4 | CCCc1cc(=O)oc2c(C)c(OCC(=O)OC(C)(C)C)ccc12

# Other records.
14-3-3g Raf | Molecule
-12.9 | COc1ccc(-n2c(SCC(=O)N3CCCC3)nc3c(sc(=S)n3-c3ccccc3)c2=O)cc1OC
4.4&-2.0 | CCOc1ccc(N2C(=O)CC(N3CCN(C(=O)CN4CCCC4)CC3)C2=O)cc1 (stereo not drawn)
-6.4 | CCCn1cnc2sc(C(=O)Nc3ccc(Oc4ccc5c(c4)C(=O)N(c4ccc6c(c4)OCO6)C5=O)cc3)c(C)c2c1=O
-3.2 | CCOc1ccc(NC(=O)c2sc3ncnc(N4CCC(C)CC4)c3c2C)cc1
1.9 | CCOC(=O)C1=C(C)Nc2ncnn2C1c1ccc(C(=O)OC)cc1 (stereo not drawn)
-3.6 | Cc1c(Nc2cc(=O)oc3ccccc23)c(=O)n(-c2ccccc2)n1C
5.7 | CC(C)(C)c1ccc(OCC(=O)Nc2ccc3c(c2)oc2ccccc23)cc1
-24.5 | CCOc1cccc(C(=O)Nc2ccc3c(c2)C(=O)c2ccccc2C3=O)c1

# Other results follow.
14-3-3g Raf | Molecule
-0.5 | O=C(CCn1cnc2ccccc2c1=O)Nc1ccc(S(=O)(=O)N2CCCCC2)cc1
-13.5 | O=C(Nc1nc(-c2ccc(Br)cc2)cs1)c1cccnc1
-6.0 | COCCn1c(Cc2ccccc2)nnc1SCC(=O)N(C)C
-11.4 | COc1ccc(S(=O)(=O)N2CCCN(CC(=O)Nc3ccccc3F)CC2)cc1
7.0 | Cc1cc2ncc(C(=O)Nc3ccccc3)c(C)n2n1
1.7 | S=c1nc2[nH]c3ccccc3c2n[nH]1
-8.0&-2.8 | CCCCCCn1c(SCC(=O)c2ccccc2)nc2c1c(=O)[nH]c(=O)n2C
-40.9 | O=C(Cc1cccs1)Nc1nnc(SCC(=O)NC2CCCCC2)s1

# Continued.
14-3-3g Raf | Molecule
4.6 | COc1ccccc1N1CCN(c2cc(C)nc3nc(C)nn23)CC1
-6.2 | COc1cccc(NC(=O)C2CCCN2C(=O)Nc2cccc(F)c2)c1 (stereo not drawn)
-5.2 | CC1CCN(C(=O)CSc2nc3c(c(=O)n2-c2ccc(Br)cc2)SCC3)CC1
-2.8 | CC(=O)c1ccc(OCC(O)CN2CCN(c3ccccn3)CC2)cc1 (stereo not drawn)
-41.4 | O=C(Nc1ccc(N2CCOCC2)cc1)c1cnsn1
-28.5 | CN(CCC#N)C(C(=O)NC1CCCCC1)c1ccc(Cl)cc1 (stereo not drawn)
4.1 | OCCOC1CC2C(Cl)C1NC2(C(F)(F)F)C(F)(F)F (stereo not drawn)
-10.1 | COc1ccc(NC(=O)CSc2nnc(CNC(=O)COc3ccc(Cl)cc3)o2)c(OC)c1

# A run of entries of the results above, as a working copy:
14-3-3g Raf | Molecule
-28.5 | CN(CCC#N)C(C(=O)NC1CCCCC1)c1ccc(Cl)cc1 (stereo not drawn)
4.1 | OCCOC1CC2C(Cl)C1NC2(C(F)(F)F)C(F)(F)F (stereo not drawn)
-10.1 | COc1ccc(NC(=O)CSc2nnc(CNC(=O)COc3ccc(Cl)cc3)o2)c(OC)c1

# Sorted by length of the SMILES (descending): four of the compounds above.
14-3-3g Raf | Molecule
-6.2 | COc1cccc(NC(=O)C2CCCN2C(=O)Nc2cccc(F)c2)c1 (stereo not drawn)
4.6 | COc1ccccc1N1CCN(c2cc(C)nc3nc(C)nn23)CC1
-28.5 | CN(CCC#N)C(C(=O)NC1CCCCC1)c1ccc(Cl)cc1 (stereo not drawn)
4.1 | OCCOC1CC2C(Cl)C1NC2(C(F)(F)F)C(F)(F)F (stereo not drawn)

# The results go on:
14-3-3g Raf | Molecule
6.3 | O=c1ccc2cc(S(=O)(=O)Nc3ccc(F)cc3)ccc2o1
-11.9 | Cc1ccc(NC(=O)C2C3C=CC4(O3)C2C(=O)N(Cc2cccnc2)C4C(=O)NC2CCCC(C)C2C)cc1C (stereo not drawn)
-7.4 | c1ccc2c(-c3nc(-c4ccncc4)no3)cccc2c1
-16.8 | Cc1ccc(S(=O)(=O)N(C)c2ccc(C)c([N+](=O)[O-])c2)cc1
-2.1 | CC(C)CCn1c(C(C)O)nc2ccccc21 (stereo not drawn)
-7.5 | CC1CCN(C(=O)Cn2c(SCC(=O)Nc3nccs3)nc3ccccc32)CC1
8.2 | CC(=O)N=c1sccn1CC(O)c1ccccc1 (stereo not drawn)
1.8&-10.6 | Cc1cccc(-n2ncc3c(N4CCc5ccccc54)ncnc32)c1

# Other entries follow.
14-3-3g Raf | Molecule
-2.7 | O=C(O)CCC(=O)N1CCN(c2cccc(Cl)c2)CC1
-9.7 | O=[N+]([O-])c1ccc(N2CCN(S(=O)(=O)Cc3ccccc3)CC2)c(Cl)c1
3.0 | COc1ccc(OC)c(C(c2nnnn2C2CCCC2)N2CCN(c3ccccc3)CC2)c1 (stereo not drawn)
-5.4 | CCN1C(=O)CC(N2CCN(C(c3ccccc3)c3ccccc3)CC2)C1=O (stereo not drawn)
-127.5 | Cc1ccc2nc(/N=C(\N)NC(=O)Cc3ccc(Cl)cc3)nc(C)c2c1
-7.8 | O=C(Cc1cccs1)N1CCCC(c2nc3c(nnn3Cc3ccc(F)cc3)c(=O)[nH]2)C1 (stereo not drawn)
-1.7 | CC1CCCCC1NC(=O)CCNS(=O)(=O)c1ccc(Cl)cc1 (stereo not drawn)
-9.3 | COc1cc(Cl)c(C)cc1NC(=O)c1nn(-c2ccc(C)cc2)c(=O)c2c1c1ccccc1n2C

# (next part)
14-3-3g Raf | Molecule
-10.2 | CCOc1ccc(N(CC(=O)Nc2cccc(Cl)c2)S(C)(=O)=O)cc1
6.1 | Cc1ccc2[nH]c(=O)c(CN(Cc3cccnc3)Cc3nnnn3CCN3CCOCC3)cc2c1
2.9 | CC1=C(C(=O)OC2CCCCC2)C(c2ccc([N+](=O)[O-])cc2)NC(=O)N1 (stereo not drawn)
-12.2 | O=C1c2ccccc2NC2(C(=O)Nc3ccccc32)N1C1CCCCC1 (stereo not drawn)

# Bioassay records from PubChem BioAssay.
